Bioassay records from PubChem BioAssay.
ELG1 DNA repair – blocks ELG1-dependent DNA repair in HEK293T cells; HEK293T ELG1-luciferase reporter, luminescence, 16 h; DNA damage induced by 5-fluorouridine; Potency, µM (series often up to 46.1 µM), inactives show at the highest dose activity change, negative = inhibition, actives largely listed as inhibitors; actives 2.3% (n = 330,000); AID 504467; active = well fitted inhibition curve with a large enough effect; inconclusive = small, poorly fitted or top-dose-only effect, or effect the other way; also: nearly all actives have a fitted effect of over 55% in size
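Overnight (16 hr) co-exposure of 2,000 cells/well to 5-fluorouridine and compound at 37 °C preceded detection. Luciferase was quantified via ONE-Glo luminescence; loss of signal denotes inhibition.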
* marks the source's active call; other numbers are inactive results; ? = inconclusive. % is scaled to controls: 0 for no effect and ±100 for the full control effect; potency is read from the fitted curve at half-maximal effect. A portion of the library (hit frequency here may not be typical).

SMILES	ELG1 DNA repair
CNCCNC[C@H](Cc1cccc2ccccc12)NCCc1ccccc1	16%
O=S(=O)(c1ccc(F)cc1)N1CCN(S(=O)(=O)c2ccc3c(c2)OCCO3)CC1	16%
Cc1ccc(S(=O)(=O)N2[C@@H](c3ccc(Br)cc3)C(C(=O)O)=CC[C@H]2c2ccc3c(c2)OCO3)cc1	-1%
COc1cc2c(cc1OC)[C@@H](NC(=O)c1ccc(C(F)(F)F)cc1)[C@H](OCc1ccccc1)C2	?
O=C1CCC/C=C\C[C@H](CC(=O)N(CCO)Cc2ccccc2)C(=O)N2CCC[C@@H]2CO1	?
N#Cc1cc([N+](=O)[O-])ccc1NC(=O)COC(=O)c1cnccn1	-9%
Cc1nnc(SCC(=O)NNC(=O)c2ccccc2)n1Cc1ccccc1	?
Clc1cccc(-c2ccc(C3Nc4cccc5cccc(c45)N3)o2)c1	21%
C[C@]12c3[nH]c4ccccc4c3CCN1C(=O)C(CC(=O)NCCc1ccccn1)C[C@@H]2C(=O)N1CCOCC1 (some centres not stated)	15%
O=C(Cc1ccccc1)Nc1ncnc2c1C(c1ccccc1)c1c(ccc3ccccc13)O2 (configuration not stated)	?
COc1ccc2c(-c3cnc(N4CCOCC4)nc3)c(-c3ccc(S(C)(=O)=O)cc3)sc2c1	-6%
COc1ccc(OCC(=O)OCC(=O)Nc2cc(S(=O)(=O)N3CCOCC3)ccc2Cl)cc1	?
CS(=O)(=O)c1ccc(-c2sc3ccccc3c2C#CCCO)cc1	?
CCCCc1ccc(NC(=O)Cn2c(=O)c(N3CCCCC3)c(N)n(C)c2=O)cc1	11%
C[C@@H]1CN([C@H](C)CO)C(=O)c2cc(NC(=O)Nc3ccc(F)cc3)ccc2O[C@H]1CN(C)C(=O)Nc1ccc(C(F)(F)F)cc1	?
COc1cc2sc3cc(NCc4ccc5c(c4)OCO5)ccc3c(=O)c2cc1OC	?
Fc1ccc2cnc(-c3ccccc3F)cc2c1	?
Cc1nc(SCc2nc3c(F)cccc3[nH]2)c2oc3ccccc3c2n1	?
Cn1nnnc1Sc1ncnc2scc(-c3cccc4ccccc34)c12	?
CC[C@]12c3[nH]c4ccc(Cl)cc4c3CCN1C(=O)[C@@H](CC(=O)NC/C=C(\C)CCC=C(C)C)C[C@@H]2C(=O)N1CCN(C(=O)c2ccco2)CC1	?
c1ccc(CNc2ccc(N3CCOCC3)cc2)cc1	?
O=C1c2ccccc2C(=O)N1CCCCc1cn(C[C@H]2CC[C@@H]([C@@H]3CC[C@H](Cn4cc(CCCCN5C(=O)c6ccccc6C5=O)nn4)O3)O2)nn1	?
COC(=O)[C@]1(C)N[C@H](CN(C)C(=O)Nc2ccc(Cl)cc2)[C@@H]2C(=O)N(C)C(=O)[C@@H]21	12%
CC(C)(C)OC(=O)C[C@H]1C/C=C\C[C@H](CC(=O)N(CCO)Cc2ccccc2)C(=O)N2CCC[C@H]2COC1=O	?
COc1cc2sc(-c3ccccc3OC)c(-c3ccc(O)cc3)c2cc1OC	1%
c1ccc2c(-c3ccc(OCCN4CCCCC4)cc3)c(-c3ccsc3)sc2c1	-3%
CCCCCCSc1cc(-c2nc3cnccn3c2NCCCC)ccc1OC	?
COc1ccc2[nH]c3c(c2c1)CCN1C(=O)C(CC(=O)NC/C=C(\C)CCC=C(C)C)C[C@H](C(=O)N2CCCCC2)[C@@]31C (some centres not stated)	0%
Cc1ccc2c(c1)-n1c(nc3ccccc3c1=O)C(Cc1ccc(O)cc1)NC2=O (configuration not stated)	?
COc1cc2sc(-c3ccc(S(C)(=O)=O)cc3)c(C(=O)NCc3ccc(C)o3)c2cc1OC	18µM*
C=CC[C@@H](CC(=O)N(CCO)Cc1ccccc1)C(=O)N[C@@H](COC(=O)[C@@H](CC=C)CC(=O)OC(C)(C)C)Cc1c[nH]c2ccccc12	?
CCN(C[C@H]1N[C@@](Cc2ccccc2)(C(=O)OC)[C@H]2C(=O)N(Cc3ccccc3)C(=O)[C@@H]12)S(=O)(=O)c1ccc(-c2ccccc2)cc1	1%
Cn1nc(C(=O)OCC(=O)Nc2ccc(C(N)=O)cc2)c2ccccc2c1=O	23%
O=C(C[C@@H]1C/C=C\C[C@H](Cc2ccc(F)cc2)C(=O)OC[C@@H](Cc2c[nH]c3ccccc23)NC1=O)NCCO	-7%
C[C@H](CO)N1C[C@H](C)[C@@H](CN(C)Cc2ccc(C(=O)O)cc2)Oc2c(NS(=O)(=O)c3cccs3)cccc2C1=O	15%
COc1ccc(-c2nc3cc(C)ccn3c2NC2CCCCC2)cc1SC1CCCCC1	?
O=c1[nH]c(-c2ccc(-c3cccc(Cl)c3)o2)nc2ccccc12	?
C=CC[C@H](CC(=O)N(CCO)Cc1ccccc1)C(=O)NCCOC(=O)[C@@H](CC=C)Cc1ccc(F)cc1	?
O=C(CC1SC(N2CCCCC2)=NC1=O)Nc1ccc(C(=O)NCc2ccccc2)cc1 (configuration not stated)	11%
COc1ccc(-c2csc3ncnc(Sc4nnnn4C)c23)cc1	?
CCCCCCN(C(=O)CCCN1C(=O)NC(c2ccc([N+](=O)[O-])cc2)C(C(=O)OCc2ccccc2)=C1C)C(C)C(=O)NCCCC (configuration not stated)	?
CNC[C@@H]1Oc2ccc(NC(=O)Nc3cccc4ccccc34)cc2C(=O)N([C@@H](C)CO)C[C@@H]1C	?
COc1ccc(C2=Nn3c(nnc3-c3ccccc3Cl)SC2)cc1OCC1CC1	?
CC(C)CC1NC(=O)c2cc(Cl)ccc2-n2c1nc1ccccc1c2=O (configuration not stated)	8%
c1cc2c(cc1CNc1ccc(N3CCOCC3)cc1)OCO2	?
COc1ccc(S(=O)(=O)NCCC(=O)OCC(=O)NC2CC2)cc1	5%
CC(=O)Nc1ccc(NC(=O)COC(=O)C2CCC(C(C)(C)C)CC2)cc1 (configuration not stated)	?
CC(C)(C)OC(=O)C[C@H]1C/C=C\C[C@@H](CC(=O)N(CCO)Cc2ccccc2)C(=O)N2CCC[C@@H]2COC1=O	?
Cc1nc(SCc2nc3c(C)cccc3[nH]2)c2oc3ccccc3c2n1	?
C=CCC[C@H](Cc1ccc(F)cc1)C(=O)OC[C@@H]1CCCN1C(=O)[C@@H](CC=C)CC(=O)NCCO	-1%
Next part.
SMILES	ELG1 DNA repair
CC(C)=CCC/C(C)=C/CNC(=O)C[C@H]1C[C@H](C(=O)N2CCCCC2)[C@@]2(C)c3[nH]c4cc(CCC(=O)N(C)C)ccc4c3CCN2C1=O	?
C=CC[C@H](CC(=O)N(CCO)Cc1ccccc1)C(=O)N[C@H](C)COC(=O)[C@@H](CC=C)Cc1ccc(F)cc1	?
CCOP(=O)(OCC)c1ccc2ccc3ccccc3c(=O)c2c1	?
O=C(C[C@H]1C[C@H](C(=O)N2CCCCC2)[C@@]2(CCc3ccccc3)c3[nH]c4ccc(Cl)cc4c3CCN2C1=O)NCCC1=CCCCC1	14%
CC(C)CC(=O)c1c(O)c(C=O)c(O)c2c1O[C@@]1(C)[C@@H](C2)C[C@H]2C[C@@H]1C2(C)C	?
COc1cc(C#Cc2ccc3cc(CCO)oc(=O)c3c2)cc(OC)c1	?
C[C@@H](CSc1ccc(Br)cc1)CN1CC[C@H](NC(=O)OCc2ccccc2)CCC1=O	?
C#CCOCCOCCOCCNc1nc(N2CCN(C(=O)[C@H](CCCN=C(N)N)n3cc(C(N)[C@H](C)CC)nn3)CC2)nc(N2CCN(C(=O)[C@H](CCCN=C(N)N)n3cc(C(N)[C@@H](C)CC)nn3)CC2)n1 (some centres not stated)	?
CON(C)C(=O)CCC1CCCN1C(=O)OC(C)(C)C (configuration not stated)	?
C=CCSc1nnc(-c2cccc3ccccc23)o1	3%
Cc1ccc(S(=O)(=O)N2CCOCC2)cc1NC(=O)COC(=O)/C=C/c1ccc(F)cc1	-15%
CNc1snc(C)c1C(=O)OC(C)C(=O)Nc1cccc(C)c1 (configuration not stated)	?
COc1ccc(CN2CC(=O)N3[C@H]4c5cc(C)ccc5OC[C@@H]4[C@H](c4ccccc4)[C@]3(C)C2=O)cc1	?
CC(C)(C)OC(=O)C[C@@H]1C/C=C\C[C@@H](CC(=O)NCCO)C(=O)N2CCC[C@H]2COC1=O	11%
C=CC[C@@H](Cc1ccc(F)cc1)C(=O)OC[C@H]1CCCN1C(=O)[C@@H](CC=C)CC(=O)N[C@H](CO)Cc1ccccc1	?
O=C(COC(=O)c1cc(Cl)ccc1O)NNC(=O)c1ccccc1F	9%
C=CCNc1oc(-c2ccc(Cl)cc2)nc1C#N	?
CNC[C@H](Cc1cccc2ccccc12)NC[C@H](CCSC)NCC1CCC(C(C)(C)C)CC1 (some centres not stated)	?
COc1cc(OC)c(C(=O)OCC(=O)Nc2ccc(N3CCOCC3)cc2)cc1OC	?
O=C(COC(=O)c1ccccc1F)Nc1ccc(S(=O)(=O)N2CCOCC2)cc1	7%

16 consecutive entries from above, for reference:
SMILES	ELG1 DNA repair
CC(C)CC(=O)c1c(O)c(C=O)c(O)c2c1O[C@@]1(C)[C@@H](C2)C[C@H]2C[C@@H]1C2(C)C	?
COc1cc(C#Cc2ccc3cc(CCO)oc(=O)c3c2)cc(OC)c1	?
C[C@@H](CSc1ccc(Br)cc1)CN1CC[C@H](NC(=O)OCc2ccccc2)CCC1=O	?
C#CCOCCOCCOCCNc1nc(N2CCN(C(=O)[C@H](CCCN=C(N)N)n3cc(C(N)[C@H](C)CC)nn3)CC2)nc(N2CCN(C(=O)[C@H](CCCN=C(N)N)n3cc(C(N)[C@@H](C)CC)nn3)CC2)n1 (some centres not stated)	?
CON(C)C(=O)CCC1CCCN1C(=O)OC(C)(C)C (configuration not stated)	?
C=CCSc1nnc(-c2cccc3ccccc23)o1	3%
Cc1ccc(S(=O)(=O)N2CCOCC2)cc1NC(=O)COC(=O)/C=C/c1ccc(F)cc1	-15%
CNc1snc(C)c1C(=O)OC(C)C(=O)Nc1cccc(C)c1 (configuration not stated)	?
COc1ccc(CN2CC(=O)N3[C@H]4c5cc(C)ccc5OC[C@@H]4[C@H](c4ccccc4)[C@]3(C)C2=O)cc1	?
CC(C)(C)OC(=O)C[C@@H]1C/C=C\C[C@@H](CC(=O)NCCO)C(=O)N2CCC[C@H]2COC1=O	11%
C=CC[C@@H](Cc1ccc(F)cc1)C(=O)OC[C@H]1CCCN1C(=O)[C@@H](CC=C)CC(=O)N[C@H](CO)Cc1ccccc1	?
O=C(COC(=O)c1cc(Cl)ccc1O)NNC(=O)c1ccccc1F	9%
C=CCNc1oc(-c2ccc(Cl)cc2)nc1C#N	?
CNC[C@H](Cc1cccc2ccccc12)NC[C@H](CCSC)NCC1CCC(C(C)(C)C)CC1 (some centres not stated)	?
COc1cc(OC)c(C(=O)OCC(=O)Nc2ccc(N3CCOCC3)cc2)cc1OC	?
O=C(COC(=O)c1ccccc1F)Nc1ccc(S(=O)(=O)N2CCOCC2)cc1	7%

The list goes on.
SMILES	ELG1 DNA repair
C[C@H]1COC(=O)[C@@H](CC(=O)OC(C)(C)C)C/C=C\C[C@@H](CC(=O)N(CCO)Cc2ccccc2)C(=O)N1	6%
COc1cc(OC)cc(-c2cc3ccc(F)cc3cn2)c1	?
Cc1ccc(S(=O)(=O)NCC(=O)OCC(=O)N(CCC#N)c2ccccc2)cc1	7%
O=C(C[C@@H]1C/C=C\C[C@@H](Cc2ccc(F)cc2)C(=O)OC[C@@H](Cc2ccccc2)NC1=O)N[C@H](CO)Cc1ccccc1	8%
COc1ccc(/C=C\C(=O)O[C@@H]2C(O)C(O[C@@H]3OC(C)[C@H](O[C@@H]4OCC(O[C@H]5O[C@H](CO)[C@@H](O)C(O)C5O)C(O)C4O)C(O)C3O)[C@H](OC(=O)[C@]34CCC(C)(C)C[C@@H]3C3=CCC5[C@@]6(C)CC(O)C(O[C@@H]7OC(CO)C(O)[C@H](O)[C@H]7O)[C@@](C)(C(=O)O)C6CC[C@@]5(C)[C@]3(CO)CC4)O[C@H]2C)cc1 (some centres not stated)	?
C=CC[C@H](CC(=O)OC(C)(C)C)C(=O)OC[C@H]1CCCN1C(=O)[C@H](CC=C)CC(=O)NCCO	7%
COc1ccc(CC(=O)N[C@@H]2c3cc(OC)c(OC)cc3C[C@H]2O)cc1	1%
